High-throughput results: PubChem, several laboratories
HTR2A ag – mouse Htr2a agonists via beta-arrestin recruitment, primary screen, cell-based, luminescence; 5-hydroxytryptamine receptor 2A (Mus musculus), P35363; CHO-K1 mHTR2A beta-arrestin complementation; percent of 30 µM serotonin response; activation, % at 7.6 µM; 0.66% of 360,000 active; AID 624169, 2012;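 active means activation above a run cutoff, the mean activation of all tested compounds plus 3 SD, cut at about 14% in these data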;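 further: 0% = plate median of compound wells and 100% = 30 µM serotonin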
MC4R antag cAMP – MC4R antagonists of cAMP signaling, primary screen, cell-based, TR-FRET, antagonist arm of biased-ligand search. Melanocortin receptor 4 (Homo sapiens), P32245. MC4R-expressing cells, MTII-stimulated cAMP, LANCE TR-FRET. inhibition, % at 6.5 µM. 0.48% of 360,000 active. AID 540295, 2011;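 active means inhibition above its plate's cutoff, the mean of tested wells on that plate plus 3 SD, cut at about 29% in these data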;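 further: 0% = Melanotan II alone and 100% = Melanotan II plus saturating MCL0020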
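Assay system: U2OS cells stably expressing human melanocortin 4 receptor (MC4R) / Dosing: 6.5 µM / Timing: compound 30 min, challenge 1 h, detection 1 h / Measured by: Eu-cAMP/anti-cAMP TR-FRET, emission 671 nm / Replicates: singlicate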
ABHD5-PLIN5 inh – ABHD5-PLIN5 interaction inhibitors, primary screen, cell lysate, split luciferase complementation, luminescence | Split G. princeps luciferase complementation, 4 h | inhibition, % at 4 µM | Perilipin-5 (Homo sapiens) + 1-acylglycerol-3-phosphate O-acyltransferase ABHD5 (Homo … | 0.78% of 360,000 active;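 active means inhibition above the mean inhibition across every tested compound plus 3 SD, cut at about 22% in these data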;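 further: 0% = DMSO only wells and the 100% control is not disclosed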
SRC2 inh – inhibition of GAL4-SRC2 driven luciferase reporter, primary screen, SRC2 inhibitor project, cell-based, luminescence. Nuclear receptor coactivator 2 (Homo sapiens), Q15596. HEK293 GAL4-SRC2 luciferase reporter. AID 651957, 2012. inhibition, % at 9 µM. 0.17% of 370,000 active;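 active means inhibition above the mean inhibition of all tested compounds plus 3 SD, set per campaign, cut at about 52% in these data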;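 further: 0% = DMSO treated cells and 100% = cells given Gossypol at 36 µM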
Cardio protect – cardioprotection against H2O2-induced cell death, primary screen, uHTS, H9c2 cells, ATPLite luminescence. H9c2 cardiomyocytes, H2O2 injury protection, 2 h. 0.63% of 360,000 active. protection from H2O2 cell death, % at 20 µM. AID 588492, 2011;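 active means compounds giving at least 50% protection of heart cells from peroxide-induced death in the single-dose screen, raw or plate-pattern-corrected value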;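 further: 0% = DMSO wells with peroxide and 100% = DMSO wells without peroxide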
MC4R barr agon – MC4R agonists recruiting beta-arrestin, primary screen, cell-based, luminescence, agonist arm of biased-ligand search; activation, % at 8.9 µM; U2OS MC4R beta-arrestin complementation; percent of melanotan II response, DMSO zero; Melanocortin receptor 4 (Homo sapiens), P32245; 0.98% of 360,000 active;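 active means activation above a per-plate cutoff, the mean activation of sample wells on that plate plus 3 SD, cut at about 8% in these data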
ABCB6 inh 2 – ABCB6 transporter inhibitors, primary screen, K562-ABCB6 cells, flow cytometry, MLPCN library; ATP-binding cassette sub-family B member 6 (Homo sapiens), Q9NP58; K562-ABCB6 porphyrin accumulation, 1 h; hits give low values; fluorescence ratio to DMSO, % at 10 µM; 0.19% of 360,000 active;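 active means fluorescence ratio to DMSO below 75%, the collection mean minus 3 SD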;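 further: signal is porphyrin accumulated inside mitochondria; 100% equals median channel fluorescence of DMSO control wells; lower ratio means ABCB6 inhibition with less porphyrin fluorescence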
Target sequence (Q9NP58 whole entry, looked up): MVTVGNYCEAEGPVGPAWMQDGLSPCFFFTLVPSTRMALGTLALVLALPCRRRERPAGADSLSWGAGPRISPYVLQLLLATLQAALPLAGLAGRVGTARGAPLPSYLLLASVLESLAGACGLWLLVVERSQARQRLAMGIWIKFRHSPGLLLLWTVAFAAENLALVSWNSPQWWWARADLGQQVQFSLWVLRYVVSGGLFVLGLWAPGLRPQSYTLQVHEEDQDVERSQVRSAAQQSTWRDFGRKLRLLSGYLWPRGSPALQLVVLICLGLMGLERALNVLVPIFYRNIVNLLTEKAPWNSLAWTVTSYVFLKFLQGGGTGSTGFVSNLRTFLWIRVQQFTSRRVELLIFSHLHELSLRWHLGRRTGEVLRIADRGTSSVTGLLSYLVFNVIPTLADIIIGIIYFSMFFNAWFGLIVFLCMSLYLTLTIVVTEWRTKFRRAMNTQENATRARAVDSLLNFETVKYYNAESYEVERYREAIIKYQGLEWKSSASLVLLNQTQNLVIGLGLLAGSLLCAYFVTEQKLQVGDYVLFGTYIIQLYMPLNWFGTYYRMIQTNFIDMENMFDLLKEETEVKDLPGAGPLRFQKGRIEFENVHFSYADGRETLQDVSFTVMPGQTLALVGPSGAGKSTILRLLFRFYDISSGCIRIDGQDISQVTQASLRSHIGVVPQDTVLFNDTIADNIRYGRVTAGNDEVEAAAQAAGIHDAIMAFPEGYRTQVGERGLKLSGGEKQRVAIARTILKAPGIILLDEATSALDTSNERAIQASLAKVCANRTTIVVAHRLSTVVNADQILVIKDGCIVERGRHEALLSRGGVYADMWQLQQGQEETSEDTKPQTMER
TLR9-MyD88 inh – inhibitors of TLR9-MyD88 association in cells, primary screen, cell-based, CHO, BLA complementation, fluorescence. Toll-like receptor 9 (Homo sapiens) + Myeloid differentiation primary response protein …. CCF4 FRET ratio. inhibition, % at 4.98 µM. 0.21% of 340,000 active. AID 504734, 2011;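 active means inhibition above the mean over all tested compounds plus 3 SD, cut at about 21% in these data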;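 further: 0% = DMSO only wells and 100% = clavulanate BLA inhibitor control wells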
N-glyco inh – increase of ERlucT glycosylation luciferase signal, primary screen, N-linked glycosylation inhibitor project, D54 ERlucT cells, luminescence, set 2; D54 ERlucT glycosylation luciferase reporter, 24 h; percent of 100 nM tunicamycin response; reporter increase, % at 12.5 µM; 0.23% of 360,000 active; AID 588692, 2011;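 active means mean luciferase reporter signal, scaled so untreated is 0 and the glycosylation-blocking control 100, at or above a set limit in every replicate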;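 further: luciferase carries N-glycosylation sites so blocking glycosylation raises the light; 0% = median of neutral control wells and 100% = median of 100 nM tunicamycin wells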
NOD2-RIPK2 inh – NOD2-RIPK2 binding disruptors in cells, primary screen, fluorescence, CHO cells, BLA complementation; 0.38% of 360,000 active; Receptor-interacting serine/threonine-protein kinase 2 (Homo sapiens), O43353; CCF4 ratio; inhibition, % at 4.98 µM; AID 624267, 2012; in the data active means inhibition above about 21%;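 further: 0% = vehicle only and 100% = reference blocker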
* marks the source's active call; other numbers are inactive results; nt = no result given. Not all compounds are listed; rates above refer to the full screens.

SMILES	HTR2A ag	MC4R antag cAMP	ABHD5-PLIN5 inh	SRC2 inh	Cardio protect	MC4R barr agon	ABCB6 inh 2	TLR9-MyD88 inh	N-glyco inh	NOD2-RIPK2 inh
C/C=C1\COC(C(=O)NCc2ccncc2)(C(F)(F)F)C=C1C=C1CCCCC1 (stereo not given)	1	-1	-1	16	-5	-0.6	96	0	0	-2
CCN1CCN(CCOc2cccc(Cl)c2Cl)CC1	14	-9	13	2	9	-0.9	98	3	-1	13
Cc1cc(=O)[nH]c(SCC(=O)c2c(N)n(C)c(=O)n(C)c2=O)n1	3	-5	-12	-36	2	-0.6	105	4	0	-3
Nc1nonc1-n1nnc(C(=O)N/N=C/c2ccoc2)c1CSc1ccc(Cl)cc1	1	21	-1	16	2	-0.7	99	5	0	13
Cc1ccc(-c2ccc(/C=N/NC(=O)Cc3nnc(N)s3)o2)cc1Cl	-7	4	0	19	15	1.7	101	2	2	8
OCCCN1CNC(=S)NC1	3	10	-3	-12	-2	-1.4	96	-3	2	-1
COc1ccc(OCCC(=O)OCC(=O)Nc2cccc(S(=O)(=O)N3CCCCC3)c2)cc1	3	7	6	0	-14	-1.6	99	-4	1	0
CCCCOCCCNC(=O)C[C@@H]1C[C@@]2(C(=O)OC)CC(C)(C)CC=C2N(Cc2ccccc2)C1=O	5	nt	7	-24	nt	nt	nt	nt	nt	4
Oc1ccc(C[C@@H]2CNCCN2CC2(c3ccccc3)CC2)cc1	-7	-3	4	19	6	-0.5	101	1	-3	12
CN1CCN(c2ccc(CNC(=O)C3Cc4c(-c5cccc(F)c5)ccnc4O3)cc2)CC1 (stereo not given)	-7	5	-1	6	6	1.5	97	nt	-2	-7
O=C1C=C(N2CCN(C3=CC(=O)CCC3)CC2)CCC1	3	-5	48*	3	2	-1.1	98	0	0	-3
CCOC(=O)CSC1=C(C#N)C(c2ccco2)C(C(=O)OCc2ccccc2)=C(C)N1 (stereo not given)	-8	1	-5	nt	-2	-2.3	95	0	1	-4
Cc1cccc(C)c1NC(=O)CSc1nnc([C@@H]2CCCN2C(=O)OC(C)(C)C)o1	1	12	-3	-40	-1	-0.8	100	2	0	1
O=C(COC(=O)/C(=C/c1cccs1)c1cccs1)NC(c1ccccc1)c1ccccc1	-4	5	-4	7	-7	-1.3	93	-5	-5	1
CCOc1ccc(S(=O)(=O)NC(C)C(=O)NCc2ccncc2)cc1 (stereo not given)	4	2	-2	1	-2	-1.3	90	0	1	0
COc1ccc(C2(C)NC(=O)N(CC(=O)NCc3ccccc3F)C2=O)cc1 (stereo not given)	-8	7	-10	12	-1	0.6	97	-9	3	-5
CSc1ccccc1-c1nnc(-c2ccc(Cl)cc2Cl)o1	4	5	4	-42	-29	-1.3	95	-3	-1	-7
O=C(N/N=C1/CCSC1)c1cc(Br)ccc1O	1	1	-2	-29	4	-2.8	99	6	1	-10
Cc1nc(C)c(C(=O)Nc2cccc(C)c2C)o1	4	6	-8	-10	0	-0.3	101	-7	-1	-9
CCC(C)[C@H]1COCCS(=O)(=O)N1Cc1ccccc1 (stereo not given in full)	4	10	-1	7	5	0.9	98	10	1	-5
CC(C)CCn1c(SCC(=O)N2CC(=O)Nc3ccccc32)nc2scc(-c3cccs3)c2c1=O	-1	7	-2	7	9	-2.0	104	10	-1	-1
Cc1ccc(CNC(=O)C(=O)NCC2OCCN2S(=O)(=O)c2ccc(Cl)cc2)cc1 (stereo not given)	0	1	-4	-4	-2	-1.4	97	-10	-2	1
Cc1cc(-c2nnc(SCC(=O)Nc3ccc(Cl)cn3)n2N)n[nH]1	2	10	5	-20	3	-2.7	101	-16	1	6
O=C(CCSc1ccc(Cl)cc1)NCc1ccccn1	-5	-2	-2	5	1	-2.1	83	-1	2	-12
COc1ccc(OC)c(C(Nc2ccccc2)P(=O)(OC(C)C)OC(C)C)c1 (stereo not given)	1	16	0	-2	7	2.1	97	nt	-2	-19
CCOC(=O)Nc1ccc2c(c1)N(C(=O)CN(C)C)c1ccccc1S2	-5	7	-3	-12	-4	0.1	94	-20	0	-2
CCOC(=O)Cn1c(=O)c(C#N)cn(C(C)C)c1=O	2	24	-4	-25	9	0.5	97	nt	2	-10
O=C(/C=C/c1ccncc1)c1ccc(NC(=O)c2ccccc2F)cc1	0	13	95*	nt	-16	-0.7	91	25*	-10	64*
CCNc1c(NC(=O)C2CCC(C)CC2)c(=O)oc2ccccc12 (stereo not given)	-1	-2	4	1	1	1.8	99	0	0	-3
Cn1c(SCc2nc(-c3ccccc3)no2)nnc1-c1ccco1	3	1	4	-2	-4	-0.5	93	1	7	0
CN(CCC(=O)Nc1cc(S(=O)(=O)N(C)C)ccc1Cl)CC(=O)Nc1ccc(F)cc1	-13	18	2	-18	-2	0.8	100	-2	2	-2
C/C=C/c1c(F)c(F)c(Oc2ccc(C(=O)O)cc2)c(F)c1F	3	-7	-3	-2	-4	0.5	99	-11	5	-7
CCN(CC1COc2ccccc2O1)C(=S)Nc1ccc(F)cc1 (stereo not given)	10	2	-3	8	-7	0.0	104	5	-1	-8
COc1cc(O)sc1C=Nc1ccc(Cl)cc1Cl	-2	5	-1	-22	-12	-1.1	100	-2	4	-1
Cc1cc(C)c2c(C(C)(C)C)nn(-c3ccccc3)c2n1	-6	13	-2	-18	-2	3.9	102	1	-1	-4
COc1cccc(-c2cc(C(=O)Nc3ccc4c(c3)OCO4)no2)c1	-7	-7	-4	3	-4	16*	94	9	2	-5
COC(=O)c1cc(-c2ccc(OC)cc2)on1	0	26	-5	17	-12	-2.9	97	0	1	5
C=CCn1c(=N)c(C(=O)NCCCOC)cc2c(=O)n3ccccc3nc21	-1	8	-1	-3	0	-1.5	90	-39	0	-18
Cc1cccc(NC(=S)Nc2c(C)n(C)n(-c3ccccc3)c2=O)c1C	0	7	1	7	3	0.5	99	-9	0	9
O=C(/C=C/c1cccs1)N1CCOCC1	2	-2	-4	-15	0	1.9	105	0	0	-5
Fc1ccc(-n2c(Cc3ccccc3)nnc2SCc2nc(-c3cccs3)no2)cc1	9	28	-3	9	8	-0.7	83	-12	-2	2
COc1ccc(OCCCCn2c(CO)nc3ccccc32)cc1	5	5	10	34	-5	-0.4	99	-4	-1	2
Cc1onc(-c2c(F)cccc2Cl)c1C(=O)O/N=C(\N)c1ccc([N+](=O)[O-])o1	0	7	0	-4	2	-1.4	98	2	11	-6
CCCc1nc2ccccc2c(C(=O)OCC(=O)Nc2ccc(S(=O)(=O)N3CCOCC3)cc2)c1CC	-2	12	-9	-22	4	0.5	95	6	-4	-10
O=c1c2c3c(sc2nc2n1CCCCC2)CCCC3	13	5	-4	-54	5	0.3	98	-3	-1	2
COc1ccc2[nH]c(-c3ccccc3)cc2c1	-10	4	-12	-113	-8	1.2	97	-6	-9	1
CCCCN1CC(=O)N2[C@@H]3c4cc(OC)ccc4OC[C@@H]3[C@H](C(=O)OCC)[C@]2(C)C1=O	2	9	2	5	5	0.6	101	-16	2	-8
COc1ccc(N(CC(=O)N2CCN(C)CC2)S(=O)(=O)c2ccccc2)cc1	-15	7	8	18	-6	-1.8	101	-4	1	-2
Cc1onc(-c2ccccc2)c1C(=O)OCc1nnc(-c2ccccc2)o1	1	3	-4	15	-3	-2.9	98	-1	0	11
C#CCOCCOCCOCCNc1nc(N2CCN(C(=O)C([C@@H](C)O)n3cc([C@@H](N)CCCCN)nn3)CC2)nc(N2CCN(C(=O)C([C@@H](C)O)n3cc([C@@H](N)CCCCN)nn3)CC2)n1 (stereo not given in full)	-5	8	7	-18	6	-0.8	102	2	4	-18
(continued)
SMILES	HTR2A ag	MC4R antag cAMP	ABHD5-PLIN5 inh	SRC2 inh	Cardio protect	MC4R barr agon	ABCB6 inh 2	TLR9-MyD88 inh	N-glyco inh	NOD2-RIPK2 inh
O=C(COC(=O)c1nc(Cl)ccc1Cl)NCc1ccc(Cl)cc1	3	19	-2	3	-4	0.8	98	-9	-3	-9
c1ccc(-c2nc(CSc3n[nH]c(-c4cccs4)n3)cs2)cc1	-5	-5	-5	-9	-1	-0.7	95	8	1	-3
O=C(CCCN1C(=O)/C(=C/c2ccccc2Cl)SC1=S)N1CCCC1	1	1	4	33	-11	-3.7	107	3	14	2
CS(=O)(=O)N1CCc2cc(C(=O)N3CCCCC3)ccc21	4	10	-3	-1	-9	-1.9	94	1	4	-4
CN=C1SC(CC(=O)Nc2cccc(Cl)c2Cl)C(=O)N1C (stereo not given)	2	2	-1	7	-6	-0.7	88	-10	2	-5
CCOC(=O)CSc1nnc(-c2nnc(SCC(=O)OCC)n2CC)n1CC	1	4	8	2	7	-0.2	95	15	1	1
COc1cccc(C(=O)N2N=C(c3ccccc3)CC2(O)C(F)(F)F)c1 (stereo not given)	-6	2	-6	-1	-3	-0.2	99	11	-2	-2
c1ccc(-c2cc3ccccc3nc2N2CCCC2)cc1	-4	6	0	-13	-7	1.8	80	-9	0	-8
O=C(Cn1nc(-c2cccc(Cl)c2)ccc1=O)Nc1ccccc1Br	5	8	5	7	-6	-2.5	92	3	-1	12
CCCCCC1C/C(=N\O)C=C(C)C1C(=O)OC (stereo not given)	-2	1	2	-39	0	-1.9	97	nt	0	-2
Cc1nc(NS(=O)(=O)c2ccc(Br)cc2)c2c3c(sc2n1)CCC3	0	6	-4	12	-8	-1.2	93	-1	0	-8
COC(=O)/C(=N/Nc1ccccc1C)N1CCCc2ccccc21	10	-2	2	-3	8	2.6	98	2	-1	-2
NC(=O)CNC(=O)c1ccc(Cl)cc1	0	-1	-1	-11	-1	-0.9	94	2	0	-1
O=C(Nc1ccccc1C(=O)Nc1ccc2c(c1)OCO2)c1cccs1	0	21	4	-31	11	2.8	95	-2	0	-11
C(/CCc1ccccc1)=N\Nc1nc2ccccc2[nH]1	2	1	-2	-21	-17	-1.1	97	-1	9	-1
